IL-2 act: qHTS of IL-2 Activators. IL-2 activation reporter assay, cell-based qHTS; stimulated with anti-CD3/CD4/CD28 beads; in transgenic mouse T cells. activation, % (series mostly up to about 46 µM). 360,000 compounds, 0.065% hits. AID 652025, 2013; in the data active means activation above about 50%; inconclusive means mostly about 30% to 49%; further: 0% is about no effect
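Unstimulated transgenic mouse T cells preincubated 60 min with compound, then stimulated with anti-CD3/anti-CD4-coated beads plus anti-CD28 for 18 h at 37 degrees C. IL-2 response read as EGFP and DsRed fluorescence by plate cytometry.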
Abeta yeast res: qHTS for compounds that reverse cellular toxicity of Amyloid beta (A-beta) peptide in yeast: Primary Screen | yeast expressing A-beta42, growth rescue, OD600, 48 h; response scale: 0% DMSO, 100% iron-clioquinol control | AID 1347071, 2019 | 410,000 compounds, 0.063% hits | Potency, µM (top dose mostly 46.1 µM), inactives show at the highest dose growth rescue, usual class: activators; further: potency means the concentration at half of the fitted maximal effect; nearly all actives have a fitted effect of over 55% in size
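Yeast A-beta toxicity model in growth medium with pinned compounds, 48 h at 30 C; growth read as absorbance at 600 nm. Normalized to FeCl3/clioquinol equimolar mix (positive) and DMSO (negative).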
PLK1 PBD inh: qHTS for Inhibitors of PLK1-PDB (polo-like kinase 1 - polo-box domain): Primary Screen; Serine/threonine-protein kinase PLK1 (Homo sapiens), P53350; Plk1 PBD binding of FITC phosphopeptide, fluorescence polarization; Potency, µM, without a hit: max response, negative = inhibition, most hits filed as inhibitors; 360,000 compounds, 2.8% hits; AID 720504, 2013; further: potency means the concentration at half of the fitted maximal effect; series mostly up to about 57 µM; on the % scale 0 is the no-effect control and ±100 the full control effect; nearly all actives have a fitted effect of over 65% in size
Target sequence (P53350 whole entry, looked up, the tested form may be a part): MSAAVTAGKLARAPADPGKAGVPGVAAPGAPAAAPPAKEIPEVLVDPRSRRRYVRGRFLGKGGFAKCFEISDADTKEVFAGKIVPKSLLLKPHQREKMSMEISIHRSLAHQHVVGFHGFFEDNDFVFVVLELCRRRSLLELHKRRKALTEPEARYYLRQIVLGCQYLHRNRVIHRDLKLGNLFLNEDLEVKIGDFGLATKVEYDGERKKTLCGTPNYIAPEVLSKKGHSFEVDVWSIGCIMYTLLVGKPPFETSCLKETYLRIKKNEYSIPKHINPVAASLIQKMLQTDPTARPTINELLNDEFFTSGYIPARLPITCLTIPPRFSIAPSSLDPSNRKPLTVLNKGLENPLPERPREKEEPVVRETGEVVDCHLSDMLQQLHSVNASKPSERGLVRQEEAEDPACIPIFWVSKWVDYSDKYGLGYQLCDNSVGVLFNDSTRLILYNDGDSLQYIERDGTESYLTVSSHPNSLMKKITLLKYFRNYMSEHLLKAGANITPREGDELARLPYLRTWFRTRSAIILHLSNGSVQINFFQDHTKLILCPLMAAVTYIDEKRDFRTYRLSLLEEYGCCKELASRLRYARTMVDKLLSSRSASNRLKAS
WRN inhibitor: qHTS for Inhibitors of WRN Helicase | Bifunctional 3'-5' exonuclease/ATP-dependent helicase WRN (Homo sapiens), Q14191 | WRN helicase unwinding, fluorescent forked duplex, kinetic | Potency, µM (doses to about 114 µM), inactives show at the highest dose activity change, negative = inhibition, most hits filed as inhibitors | 360,000 compounds, 0.46% hits; further: potency means the concentration at half of the fitted maximal effect; on the % scale 0 is the no-effect control and ±100 the full control effect; nearly all actives have a fitted effect of over 55% in size
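Primary qHTS, 1536-well format. 20 nM WRN + compound, 15 min RT; start with 100 nM forked fluorophore/quencher duplex, 2 mM ATP (final); kinetic read ex 525/em 598 nm.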
EPAC1 antag: qHTS for Antagonist of cAMP-regulated guanine nucleotide exchange factor 3 (EPAC1): primary screen; EPAC1 GEF assay, Rap1b-BODIPY-GDP exchange fluorescence; Potency, µM (top dose mostly 115 µM), inactives show top-dose activity change, negative = inhibition, actives largely listed as inhibitors; Rap guanine nucleotide exchange factor 3 (Homo sapiens), O95398; 360,000 compounds, 0.14% hits;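 further: potency means the concentration at half of the fitted maximal effect; plate controls were vehicle for no effect and positive control for full effect; nearly all actives have a fitted effect of over 50% in size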
PI5P4K alpha inh: qHTS for Inhibitors of phosphatidylinositol 5-phosphate 4-kinase (PI5P4K) | PI5P4Kalpha enzyme, ADP-Glo luminescence, 60 min; hits give low values | max response, % | Phosphatidylinositol 5-phosphate 4-kinase type-2 alpha (Homo sapiens), P48426 | AID 652105, 2013 | 330,000 compounds, 1.2% hits; active means max response of -50% or lower; inconclusive means between -30% and -50%; inactive means -30% or higher; further: value at the top dose of about 77 µM; on the % scale 0 is the no-effect control and ±100 the full control effect
Target sequence (P48426 whole entry, looked up): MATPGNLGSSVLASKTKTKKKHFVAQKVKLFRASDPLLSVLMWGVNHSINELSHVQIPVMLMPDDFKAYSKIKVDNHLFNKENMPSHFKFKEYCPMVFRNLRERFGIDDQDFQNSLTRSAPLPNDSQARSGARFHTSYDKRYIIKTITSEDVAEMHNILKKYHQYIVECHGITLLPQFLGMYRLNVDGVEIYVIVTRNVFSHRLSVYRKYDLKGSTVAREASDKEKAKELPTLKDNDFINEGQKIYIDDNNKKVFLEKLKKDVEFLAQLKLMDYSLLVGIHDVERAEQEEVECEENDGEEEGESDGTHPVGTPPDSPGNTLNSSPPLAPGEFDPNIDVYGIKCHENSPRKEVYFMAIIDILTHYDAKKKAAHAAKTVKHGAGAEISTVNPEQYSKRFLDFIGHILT
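PI5P4Kalpha ADP-Glo assay; 5 microM ATP final; 60 min RT reaction; HEPES pH 7.4/EGTA/CHAPS, 5% DMSO; controls lacking substrate or enzyme; luminescent end-point.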
EPAC1 ag: qHTS for Agonist of cAMP-regulated guanine nucleotide exchange factor 3 (EPAC1): primary screen; EPAC1 agonist qHTS, biochemical assay; response scale: 100% = response to 6.5 mM cAMP; Potency, µM (highest dose often 154 µM), without a hit: at the top dose activation, most hits filed as activators; 360,000 compounds, 0.073% hits; further: potency means the concentration at half of the fitted maximal effect; nearly all actives have a fitted effect of over 60% in size
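Normalized to 6.5 mM cAMP, activity reflects EPAC1-catalysed release of BODIPY-GDP from Rap1B, followed kinetically over 30 min at 480 nm excitation, 540 nm emission. Reaction contained 100 nM EPAC1, 250 nM Rap1B-BODIPY-GDP, 50 uM GDP.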
aSyn yeast inh: qHTS of alpha-syn Inhibitors; Potency, µM (series often up to 46.1 µM), inactives show at the highest dose growth rescue (activation), most hits filed as activators; Yeast expressing alpha-synuclein, growth rescue, BacTiter-Glo, 24 h; 370,000 compounds, 0.14% hits; further: potency means the concentration at half of the fitted maximal effect; % of control where 0% means no effect; nearly all actives have a fitted effect of over 65% in size
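Rescue of yeast growth: cells expressing toxic alpha-synuclein, induced in galactose at OD600 0.02, incubated with compound 24 h at 30 C. ATP luminescence quantified growth; inhibitors of toxicity appear as activators.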
FUS suppressor: qHTS for Suppressors of FUS Proteinopathy: Primary screen using FUS-linked yeast assay. S. cerevisiae FUS-expressing, growth rescue, OD600, 24 h. Potency, µM (highest dose often 76.6 µM), for the others: at the top dose growth rescue (activation), hits mostly activators. 390,000 compounds, 0.24% hits;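 further: potency means the concentration at half of the fitted maximal effect; plate controls were DMSO vehicle for no effect and reference control for full effect; nearly all actives have a fitted effect of over 55% in size; some results filed as inactive show a strong effect at the top dose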
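Compound concentration series was pinned onto galactose-induced FUS-expressing yeast seeded at OD 0.005. Plates sat 24hr at 30C; absorbance at 600 nm gave growth. DMSO served as background control.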
Starred values were filed as active, the others as inactive; ? = inconclusive; · = no result given; & = joins results of further samples; [ ] = another dose, or the depositor's remark. Unless noted, the call rests on the fitted dose curve; in most records, active means well fitted curve in the direction sought with a large enough effect; inconclusive means small, poorly fitted or top-dose-only effect, or another doubt; inactive means no such curve, though single readings can be large; an effect the other way counts as inactive or inconclusive. Compounds were not picked by outcome (roughly 4.1% active in at least one column).

SMILES	IL-2 act	Abeta yeast res	PLK1 PBD inh	WRN inhibitor	EPAC1 antag	PI5P4K alpha inh	EPAC1 ag	aSyn yeast inh	FUS suppressor
CSc1cccc(NC(=O)Nc2ccccc2)c1	-0.1	0%	-7%	-5%	-6%	0	6%	-3%	8%
COC(=O)C(Cc1ccc(O)cc1)NC(=O)C(CC(=O)OC(C)(C)C)NC(=O)OC(C)(C)C (stereo not drawn)	-1.7	9%	-13%	-1%[57.1 µM]	4%	-7	-1%	0%	6%
COc1ccc(N2CCN(S(=O)(=O)CCNC(=O)C3CCCCC3)CC2)cc1	1.0	-3%	-8%	1%	-8%	0	2%	4%	7%
CCOc1ccc(-n2c(C)c(C(C)=O)c(C(C)=O)c2C)cc1	0.3	18%	2%	4%	-1%	5	-5%	3%	3%
c1ccc(-n2c(-c3ccncc3)nnc2-c2cccs2)cc1	3.4	-6%	-1%	-3%	-4%	2	7%	9%	3%
CNc1nc(NCC2CCCCC2)c2sccc2n1	-0.4	-12%	2%	2%	3%	-17	-3%	-1%	-8%
C=CCn1c(C)nnc1SCC(=O)Nc1ccc2c(c1)OCCO2	-3.0	3%	-8%	-13%	-1%	-6	3%	0%	·
CC(C)CN(C(=O)CCC(=O)OCC(=O)N(C)c1ccccc1)c1c(N)n(CC(C)C)c(=O)[nH]c1=O	-4.1	7%	-12%	5%	5%	-7	-2%	0%	11%
COC(=O)c1sccc1Oc1ccc(Cl)cc1N1C(=O)CCC1=O	-2.6	-15%	-2%	-1%	2%	-5	-2%	1%	17%
CCc1ccc(NC(=O)C(C)OC(=O)CC(NC(C)=O)c2ccccc2)cc1 (stereo not drawn)	-0.4	-5%	-5%	-7%	-8%	-6	-6%	-10%	22%
Cc1ccc(S(=O)(=O)N2[C@@H](c3ccccc3F)C(C(=O)O)=CC[C@H]2c2ccc(Cl)c(Cl)c2)cc1	-0.8	10%	?	-3%	-26%	-2	-4%	1%	-1%
COc1ccc(CN(C)C(=O)C(Cc2ccccc2)NC(=O)c2ccccc2)c(OC)c1 (stereo not drawn)	-1.7	14%	-7%	-1%	-18%	17	16%	-8%	29%
Cn1c(CN2CCCC2)nc2cc(NS(=O)(=O)c3ccccc3)ccc21	-0.5	-2%	-3%	-3%[57.1 µM]	?	·	-4%	-2%	-1%
COc1ccc(CCNC(=O)CN2C(=O)COc3ccc(S(=O)(=O)N4CCOCC4)cc32)c(OC)c1	-2.3	0%	-1%	-2%	1%	5	11%	3%	-6%
CN(NS(=O)(=O)c1ccc(Cl)cc1)c1cnn(C)c(=O)c1Cl	0.0	-2%	-3%	3%	-19%	1	11%	0%	-27%
COc1ccc(OC)c(C(=O)CSc2nnc(C3CC3)n2C2CC2)c1	0.8	-11%	-7%	-8%	-11%	-29	-3%	-3%	0%
C[C@H]1CN(S(=O)C(C)(C)C)[C@H](CCO)/C1=C\CCO (stereo partly drawn)	-0.3	-5%	-17%	-7%	8%	-2	-5%	-4%	-5%
Cc1ccc(-c2c(C#N)c(N)n(-c3ccc(C)cc3)c(=O)c2C#N)cc1	0.6	?	-5%	-10%	4%	-6	3%	1%	0%
OC[C@H]1O[C@@H](c2nc(-c3ccc4[nH]ccc4c3)no2)[C@H](O)[C@@H](O)[C@H]1O	-0.8	-15%	3%	-2%	1%	-1	3%	3%	-14%
COc1ccccc1N1CCN(C(=O)CN(C)S(=O)(=O)c2ccc3c(c2)c(=O)n(C)c(=O)n3C)CC1	-3.2	1%	-11%	-4%	3%	6	-3%	-5%	31%
CCCCN(CCCC)Cc1ccc(C(=O)NNC(=O)Nc2ccccc2)o1	0.3	-7%	-14%	-2%	-4%	2	-8%	-3%	5%
CCOC(=O)CNC(=O)CNC(=O)c1ccc(OCC(C)C)cc1	-0.4	19%	-2%	10%	6%	-5	-5%	5%	13%
CCCCNC(=O)c1ccccc1NC(=O)CCC	0.4	4%	?	1%	-1%	-2	9%	-7%	-9%
CS(=O)CCC(NS(=O)(=O)c1ccccc1)C(=O)O (stereo not drawn)	-3.3	7%	-3%	-4%[57.1 µM]	9%	·	-1%	-11%	5%
O=C(COc1ccccc1[N+](=O)[O-])Nc1cccnc1	-0.3	-10%	1%	-1%	-6%	-7	-6%	6%	4%
(cont.)
SMILES	IL-2 act	Abeta yeast res	PLK1 PBD inh	WRN inhibitor	EPAC1 antag	PI5P4K alpha inh	EPAC1 ag	aSyn yeast inh	FUS suppressor
O=C(CSc1nnc(CNC(=O)c2c(F)cccc2Cl)o1)NC1CCCCC1	-3.0	9%	-3%	-1%	0%	1	-5%	-6%	4%
Cc1cccc(COC[C@H](Cc2ccccc2)N2CCN(C(=O)c3cccc(C)c3)CCC2=O)c1	-0.5	0%	-7%	-5%	-10%	4	1%	?	35%
CN(C)c1nc(C=C(C#N)C#N)c(Cl)n1-c1ccc(F)cc1	-0.4	-22%	15µM*	2%	?	2	-3%	15%	14%
CCCC(=O)N1CCN(c2nc3ccc(Br)cc3s2)CC1	-1.1	-13%	0%	3%[11.6 µM]	-11%	5	4%	1%	9%
O=C(N/N=C/c1coc2ccccc2c1=O)c1ccccc1	-4.4	-36%	?	-24%	-3%	?	8%	0%	-17%
COc1cc(/C=C/C(=O)OCC(=O)NCc2ccco2)ccc1OC(F)F	-0.7	2%	-5%	-16%	0%	4	-3%	3%	·
O=C(Cc1cccc([N+](=O)[O-])c1)Nc1cccc(C(=O)N2CCCCC2)c1	2.7	12%	-3%	0%	1%	-1	1%	4%	17%
NC(=O)c1ccc(NC(=O)COC(=O)c2ccc3ccccc3n2)cc1	0.5	2%	-1%	-1%	-21%	1	-7%	0%	-17%
COC(=O)c1ccc(NC2(C#N)C(=O)Nc3ccccc32)cc1 (stereo not drawn)	0.0	6%	-16%	-1%	-11%	3	-3%	1%	2%
COc1ccccc1-c1cc(C(=O)N/N=C/c2cccs2)c2ccccc2n1	-2.4	-16%	-6%	0%	-26%	2	5%	-9%	?
CCCCCC(O)(CCCCC)C(=O)NNc1ccccc1	2.1	30%	-7%	5%	-7%	-6	7%	20%	-13%
CCC(C)NC(=O)Cn1cnc2sc(C)c(S(=O)(=O)N3CCN(c4ncccn4)CC3)c2c1=O (stereo not drawn)	-0.3	15%	-11%	9%	0%	-3	0%	-1%	2%
Cc1ccc(C(=O)NNC(=O)CCn2nnc3ccccc32)cc1	-1.2	-7%	5%	-4%	10%	-1	2%	0%	0%
COc1ccc(-c2nnc(SCC(=O)NCCC(C)C)nc2-c2ccc(OC)c(OC)c2)cc1OC	-0.5	0%&9%	-5%	-4%	-28%	3	0%	1%	25%&-6%
O=C(Nc1nnc(-c2ccccc2)o1)c1nc2ccccc2s1	-0.9	-11%	-2%	-1%	-19%	?	-13%	-7%	-3%
Cc1cc2c(c(=O)n1CCc1ccccc1)C(c1ccco1)C(C#N)=C(N)O2 (stereo not drawn)	-1.7	-15%	-11%	-18%	5%	·	-2%	7%	21%
O=C(NC(=S)Nc1cccc(NC(=S)NC(=O)c2ccccc2)c1)c1ccccc1	-0.4	5%	-29%	-22%	-10%	-2	2%	15%	25%
COc1ccc2cc(C(=O)C3CCCN(C(=O)c4ccnn4C)C3)ccc2c1 (stereo not drawn)	0.2	-20%	-9%	-8%	?	3	-5%	-2%	20%
COC(=O)[C@]1(Cc2ccccc2)N[C@H](CN(C)C(=O)Nc2ccc(Cl)cc2)[C@@H]2C(=O)N(C)C(=O)[C@@H]21	-0.4	2%	-10%	-4%	-11%	-1	-8%	-1%	8%
Cc1ccc(NC(=O)C2CCN(S(=O)(=O)c3c(C)[nH]c(=O)[nH]c3=O)CC2)cc1	2.7	7%	2%	-9%	17%	·	-1%	-14%	-1%
CC(C)(C)C(=O)NC(=S)Nc1ccc(C(F)(F)F)cc1	0.0	13µM*	-7%	0%	-19%	12	8%	0%	-21%
Cc1cc(C(=O)CSc2nnc(N)s2)c(C)n1C1CC1	4.5	-3%	0%	-3%	-3%	?	1%	-1%	13%
COc1ccc2nc(NC(=O)CSCc3c(C)noc3C)sc2c1	-4.5	12%	-5%	-1%	2%	-11	-9%	13%	21%
CCOC(=O)C1=C(C)Nc2nc(SCC(=O)OC)nn2C1c1cc(F)cc(F)c1 (stereo not drawn)	-0.5&-1.9	-6%&-2%	-1%&-2%	-4%&-4%	0%&5%	12	-21%&-6%	1%&-8%	18%
COCCN1C(=O)c2ccccc2C(C(=O)Nc2ccc3c(c2)OCCO3)C1c1ccc(F)cc1 (stereo not drawn)	-0.9	15%	3%	-2%	-3%	-2	2%	1%	21%
Cc1ccc2[nH]c(=O)c(CNS(=O)(=O)c3ccccc3)c(-c3ccccc3)c2c1	-2.1	-3%	-15%	0%	5%	0	-2%	7%	-3%
Cc1c(NC(=O)c2cc(-c3ccccc3)nc3ccccc23)c(=O)n(-c2ccccc2)n1C	-4.7	12%	0%	-13%	4%	7	-8%	5%	·

Some entries already given with just FUS suppressor:
| SMILES | FUS suppressor |
| --- | --- |
| Cc1cc(C(=O)CSc2nnc(N)s2)c(C)n1C1CC1 | 13% |
| COc1ccc2nc(NC(=O)CSCc3c(C)noc3C)sc2c1 | 21% |
